# Growth percent in the NCI-60 one-dose screen (48 h, 10 µM unless noted): 100 = growth as untreated, 0 = no growth, -100 = all killed.
# NCI-H23: NCI-H23 lung cancer. hit rate 4% among 80,000
# OVCAR-4: OVCAR-4 ovarian cancer cells. AID 1794784. hit rate 3.7% among 80,000
# NCI-H226: NCI-H226 lung cancer | hit rate 3.5% among 79,000
# SN12C: SN12C renal cancer cells; hit rate 3.8% among 81,000
# IGROV1: IGROV1 ovarian cancer | hit rate 4.7% among 79,000 | AID 1794786
# NCI/ADR-RES: NCI/ADR-RES ovarian cells | hit rate 4.4% among 81,000 | AID 1794790
# OVCAR-5: OVCAR-5 ovarian cancer | hit rate 2.9% among 82,000
# SK-OV-3: SK-OV-3 ovarian cancer cells | hit rate 3.2% among 80,000
# OVCAR-3: OVCAR-3 ovarian cancer; hit rate 7% among 79,000; AID 1794787
# An asterisk follows results filed as active; · = not tested or not shown; & = joins results of further samples. How the source made its calls: active means growth percent below 10; inactive means the rest. No enrichment for hits. About 9.4% of those tested had a hit in this group.
SMILES,NCI-H23,OVCAR-4,NCI-H226,SN12C,IGROV1,NCI/ADR-RES,OVCAR-5,SK-OV-3,OVCAR-3
CC1(C)CC[C@]2(C(=O)N3CCOCC3)CC[C@]3(C)C(=CC[C@@H]4[C@@]5(C)Cc6c([nH]c7ccccc67)C(C)(C)[C@@H]5CC[C@]43C)[C@@H]2C1,95,88,90,93,110,97,89,100,93
CCOC(=O)Cc1csc(Nc2ccc(C(=O)O)cc2)n1,98,116,107,102,108,107,103,103,112
O=C(COc1ccc(/C=C2/SC(=O)NC2=O)cc1)Nc1cccc(C(F)(F)F)c1,90,89,95,67,66,90,113,97,96
O=[N+]([O-])c1ccc(N/N=C\c2ccc(O)c(S(=O)(=O)O)c2)nc1,98,113,93,101,108,106,111,106,109
NNC(=O)c1ccc(Sc2ccc([N+](=O)[O-])cc2)cc1,86,77,86,93,91,104,107,99,98
N#Cc1c(-c2ccccc2)c(C#N)c2c(C#N)c(N)nn2c1N,72,58,74,52,32,30,78,62,15
CCN(CC)S(=O)(=O)c1ccc(-c2nc(C(Cl)Cl)nc3cc(C)nn23)cc1,15,34,70,59,12,14,42,18,21
CCCc1cc(=O)[nH]c(-n2nc(N)cc2N)n1,102,112,98,103,89,105,103,94,108
S=C(NCNC(=S)c1ccncc1)c1ccncc1,114,125,112,98,·,107,101,·,113
Cc1cc(N=Nc2ccc(C)c(N=Nc3cc(C)c(N)cc3N)c2)c(N)cc1N,78&90,76&87,95&87,86&96,54&37,84&92,87&92,95&91,63&89
C/C1=C\[C@H](C)CC[C@H](C(Cl)(Cl)Cl)OC(=O)C[C@@H]([C@@H]2C[C@H]2Cl)OC(=O)/C=C/[C@@H]2[C@@H]1CC=C1C(=O)NC[C@@]12C,101,94,87,87,107,90,105,93,110
COc1cc(Cn2cc(C#N)c(N)c2C(=O)c2ccc(Cl)cc2Cl)cc(OC)c1OC,·,103,88,98,98,106,104,95,128
O=C1Nc2ccc(F)cc2/C1=C/C(=O)c1cc2ccccc2oc1=O,96,89,86,104,105,103,113,89,86
O=C(c1nn(-c2ccc(Cl)cc2)cc1O)n1nc(C(F)(F)F)cc1-c1ccccc1,33,29,53,46,35,19,59,23,-1.7*
O=C1NC(=O)/C(=C\c2cccc(Br)c2)N1,95,101,99,94,106,106,110,111,112
O=[N+]([O-])c1cccc(-c2nc(N3CCOCC3)c3c4c(sc3n2)CCCC4)c1,101,84,101,106,94,102,100,93,116
CN(C)C(=O)OC/C=C/c1ccccc1,95,93,96,97,111,83,85,100,97
Oc1c(Cl)cc(Cl)c2ccc(CN3CCNCC3)nc12,53,38,62,43,43,5.4*,82,53,43
COc1cc(C2CC(c3cccc(Nc4ccnc5cc(Cl)ccc45)c3)=NN2C=O)cc(OC)c1OC (stereo not given),4.0*,-17*,3.0*,20,41,5.2*,42,0.6*,-81*
CCCCC(=O)c1ccc(F)cc1,114,116,109,103,110,114,87,110,127
CC(=O)OC[C@]12CC[C@@H](C)[C@H](C)[C@H]1[C@]13O[C@H](/C1=N\O)[C@@H]1[C@@]4(C)CCCNC(C)(C)[C@@H]4CC[C@@]1(C)[C@]3(C)CC2,92,78,91,87,101,91,110,96,87
CC(=O)Nc1nc(-c2ccc(NS(=O)(=O)c3cccc4c(N(C)C)cccc34)cc2)cs1,74,61,65,100,76,53,92,99,84
OCC(O)C(O)C(O)c1cnn(-c2ccccc2)n1 (stereo not given),98&111,103&114,103&107,95&105,104&116,105&118,95&106,90&109,110&119
CC(C)OC(=O)c1ccc2n1CCCc1cnc(NC3CCCC3)nc1-2,97,91,85,100,112,94,98,106,110
Clc1ccc(/C=N/Nc2ncc(-c3cc4cc5c(cc4o3)OCO5)s2)c(Cl)c1,84,97,102,100,103,102,105,·,127
Clc1ccc(Cc2ccncc2)cc1,105,·,109,95,·,108,·,113,110
c1ccc(-c2csc(Nc3cccc(Nc4nc(-c5ccccc5)cs4)c3)n2)cc1,37,38,66,43,34,26,65,98,53
O=[N+]([O-])c1ccccc1S(=O)NCc1c(Cl)cccc1Cl (stereo not given),115,86,111,109,127,111,107,111,117
COC(=O)N[C@H]1CCc2cc(OC)c(OC)c(OC)c2-c2ccc(SC)c(=O)cc21,23,40,-3.5*,24,20,-22*,9.4*,25,-21*
CC(=O)OCCN1CCN(CCCN2c3ccccc3Sc3ccc(C(F)(F)F)cc32)CC1,83,91,80,85,83,78,80,87,82
CCC(=O)N1CCN(C(=O)CC)CC1,97,108,86,99,110,102,93,97,110
O=C(O)c1cn(C2CC2)c2cc(N3CCN(C(=O)Nc4nc(-c5ccc(Br)cc5)cs4)CC3)c(F)cc2c1=O,12,27,19,6.4*,29,69,33,0.8*,8.6*
O=C(O)c1cc(O)c(O)c(OC(=O)c2cc(O)c(O)c(O)c2)c1,101,·,86,109,110,107,97,97,123
CCOC(=O)CCCCN1C(=O)S/C(=C\c2ccc(F)cc2)C1=O,99,101,108,97,104,102,101,101,·
Cc1cc(C)nc(NS(=O)(=O)c2ccc(NC3Nc4nc5ccccc5nc4S3)cc2)n1 (stereo not given),97,101,·,98,98,101,93,·,106
CCCCCCCOc1cccc(/C=C2\N=C3SCCCN3C2=O)c1,97,86,94,94,99,97,115,107,91
Cc1nc2ccc(Nc3nc(N4CCOCC4)nc(N4CCOCC4)n3)cc2n1Cc1ccccc1,101,119,90,106,110,·,107,106,107
CC(=O)c1ccc(N=Nc2c(N)nc(N)[nH]c2=O)cc1,102,109,94,88,83,103,117,86,109
Cc1ccc(Nc2nnc(-c3ccc(Cl)cc3)o2)c(C)c1,84,82,100,98,87,46,99,·,82
CCN1C(=S)N(CC)C2C1NC(=O)N2/N=C/C=C/c1ccccc1 (stereo not given),94,86,83,101,96,93,94,118,95
O=C1OC2CCCC1CC2 (stereo not given),106,102,101,100,113,107,105,111,108
C=C(C)[C@@H]1CC[C@]2(C(=O)Nc3ccccn3)CC[C@]3(C)[C@H](CC[C@@H]4[C@@]5(C)CCCNC(C)(C)[C@@H]5CC[C@]43C)[C@@H]12,19,8.8*,43,21,35,61,71,32,21
Cc1ccc2c(n1)C(=O)C(Oc1ccc(C(F)(F)F)cc1)=CC2=O,86,87,·,93,93,90,107,·,89
O=C(/C=C/c1ccc([N+](=O)[O-])cc1)c1ccc2c3c(cccc13)CC2,68,76,67,90,·,83,90,91,67
CCCC[P+](c1ccccc1)(c1ccccc1)c1ccccc1,44,·,67,60,49,106,63,87,44
COc1cc(C)c(Cl)cc1C1=NN(c2ccc(S(N)(=O)=O)cc2)C(/C=C/c2ccccc2)C1 (stereo not given),50,28,32,21,46,·,104,89,52
COC(=O)/C=C1/Nc2ccccc2SC1C(=O)OC (stereo not given),91,114,102,104,103,99,93,114,109
Nc1cc2ccccc2c(=O)n1NC(=O)c1ccc(I)cc1,97,100,100,107,106,101,98,92,104
CC(C)(C)OC(=O)CC(S(=O)(=O)c1ccccc1)S(=O)(=O)c1ccccc1,102,107,94,96,114,107,99,101,48
COc1ccc(CCNC2=CNCC2)cc1OC,100,117,107,99,100,106,105,101,104
Oc1c2c(n3cccc13)=c1ccccc1=N2,101,·,103,93,98,110,108,110,107
O=C(Nc1ccc(F)cc1)C(Sc1nc2ccccc2c(=O)[nH]1)c1ccccc1 (stereo not given),·,96,93,87,100,100,104,106,107
O=C(O)c1ccc(N2C(=O)C=CC2=O)cc1O,102,·,112,103,117,114,98,115,116
CNC(=O)OC/C=C/c1ccccc1,101,112,91,·,101,107,97,109,104
N#Cc1nnc2cc(-c3ccccc3)nn2c1C1CC1,88,80,85,90,93,97,111,101,103
CC1=NN(c2nc(-c3ccccc3)c(C#N)c(=O)n2C)C(=O)C1N=Nc1ccc(C(=O)O)cc1 (stereo not given),91,93,105,98,116,86,80,102,102
Cc1ccccc1NC(=O)c1sc2nc3c(cc2c1N)C(=O)CCC3,51,68,66,65,77,23,81,22,4.3*
COc1ccc(C2=NN(C(C)=O)C(c3ccc(Oc4ccc(Cl)cc4)cc3)C2)cc1OC (stereo not given),92,59,84,70,50,81,81,91,70
NNc1nncn2c1cc1ccccc12,95,93,95,101,100,102,87,110,110
O=C(/C=C/C12c3ccccc3C(c3ccccc31)C1C(=O)N(c3ccc(Cl)cc3)C(=O)C12)c1ccccn1 (stereo not given),-23*,-7.0*,-49*,-45*,-37*,8.2*,-43*,·,-72*

# The final six compounds of the part before lead into the next.
SMILES,NCI-H23,OVCAR-4,NCI-H226,SN12C,IGROV1,NCI/ADR-RES,OVCAR-5,SK-OV-3,OVCAR-3
N#Cc1nnc2cc(-c3ccccc3)nn2c1C1CC1,88,80,85,90,93,97,111,101,103
CC1=NN(c2nc(-c3ccccc3)c(C#N)c(=O)n2C)C(=O)C1N=Nc1ccc(C(=O)O)cc1 (stereo not given),91,93,105,98,116,86,80,102,102
Cc1ccccc1NC(=O)c1sc2nc3c(cc2c1N)C(=O)CCC3,51,68,66,65,77,23,81,22,4.3*
COc1ccc(C2=NN(C(C)=O)C(c3ccc(Oc4ccc(Cl)cc4)cc3)C2)cc1OC (stereo not given),92,59,84,70,50,81,81,91,70
NNc1nncn2c1cc1ccccc12,95,93,95,101,100,102,87,110,110
O=C(/C=C/C12c3ccccc3C(c3ccccc31)C1C(=O)N(c3ccc(Cl)cc3)C(=O)C12)c1ccccn1 (stereo not given),-23*,-7.0*,-49*,-45*,-37*,8.2*,-43*,·,-72*
COC(=O)/C(CCC=C(C)C)=C1\[C@@H](OC(C)=O)C[C@@]2(C)[C@H]1CC(=O)[C@H]1[C@@]3(C)CCC(N4CCCC4)[C@@H](C)[C@@H]3CC[C@@]12C (stereo not given in full),92,98,113,89,102,99,97,108,99
COC(=O)[C@@H](NC(=O)NC(=O)NC(=O)CI)C(C)C,94,73,85,90,101,101,91,81,7.9*
COCCOCCOCc1n(Cc2ccc3ccccc3n2)c2ccccc2[n+]1Cc1ccc2ccccc2c1,1.0*,10.0*,28,5.5*,-9.4*,99,15,-6.9*,1.0*
CCCCC(CCc1ccc([N+](=O)[O-])cc1)(C(C)=O)C(=O)OCC (stereo not given),96,89,90,103,101,104,105,112,96

# Not a retest: four of the compounds above.
SMILES,NCI-H23,OVCAR-4,NCI-H226,SN12C,IGROV1,NCI/ADR-RES,OVCAR-5,SK-OV-3,OVCAR-3
COc1ccc(C2=NN(C(C)=O)C(c3ccc(Oc4ccc(Cl)cc4)cc3)C2)cc1OC (stereo not given),92,59,84,70,50,81,81,91,70
NNc1nncn2c1cc1ccccc12,95,93,95,101,100,102,87,110,110
O=C(/C=C/C12c3ccccc3C(c3ccccc31)C1C(=O)N(c3ccc(Cl)cc3)C(=O)C12)c1ccccn1 (stereo not given),-23*,-7.0*,-49*,-45*,-37*,8.2*,-43*,·,-72*
COC(=O)/C(CCC=C(C)C)=C1\[C@@H](OC(C)=O)C[C@@]2(C)[C@H]1CC(=O)[C@H]1[C@@]3(C)CCC(N4CCCC4)[C@@H](C)[C@@H]3CC[C@@]12C (stereo not given in full),92,98,113,89,102,99,97,108,99

# Assay outcomes (PubChem BioAssay)
